# Compound activity from PubChem BioAssay.
# ERAP1 HTS inh = ERAP1 (human) enzyme inhibition; recombinant ERAP1, Leu-AMC fluorescence, 60 min; 340,000 tested, 0.15% active; Q9NZ08; inhibition, % at 10.7 µM; AID 652197;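 active means mean replicate inhibition of at least 30%, or all replicates individually reaching that 30% level; inactive means mean below 30% and not every replicate reaching it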;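 further: 0% = neutral control wells and 100% = L-leucinethiol positive control wells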
# Target sequence (Q9NZ08 whole entry, looked up): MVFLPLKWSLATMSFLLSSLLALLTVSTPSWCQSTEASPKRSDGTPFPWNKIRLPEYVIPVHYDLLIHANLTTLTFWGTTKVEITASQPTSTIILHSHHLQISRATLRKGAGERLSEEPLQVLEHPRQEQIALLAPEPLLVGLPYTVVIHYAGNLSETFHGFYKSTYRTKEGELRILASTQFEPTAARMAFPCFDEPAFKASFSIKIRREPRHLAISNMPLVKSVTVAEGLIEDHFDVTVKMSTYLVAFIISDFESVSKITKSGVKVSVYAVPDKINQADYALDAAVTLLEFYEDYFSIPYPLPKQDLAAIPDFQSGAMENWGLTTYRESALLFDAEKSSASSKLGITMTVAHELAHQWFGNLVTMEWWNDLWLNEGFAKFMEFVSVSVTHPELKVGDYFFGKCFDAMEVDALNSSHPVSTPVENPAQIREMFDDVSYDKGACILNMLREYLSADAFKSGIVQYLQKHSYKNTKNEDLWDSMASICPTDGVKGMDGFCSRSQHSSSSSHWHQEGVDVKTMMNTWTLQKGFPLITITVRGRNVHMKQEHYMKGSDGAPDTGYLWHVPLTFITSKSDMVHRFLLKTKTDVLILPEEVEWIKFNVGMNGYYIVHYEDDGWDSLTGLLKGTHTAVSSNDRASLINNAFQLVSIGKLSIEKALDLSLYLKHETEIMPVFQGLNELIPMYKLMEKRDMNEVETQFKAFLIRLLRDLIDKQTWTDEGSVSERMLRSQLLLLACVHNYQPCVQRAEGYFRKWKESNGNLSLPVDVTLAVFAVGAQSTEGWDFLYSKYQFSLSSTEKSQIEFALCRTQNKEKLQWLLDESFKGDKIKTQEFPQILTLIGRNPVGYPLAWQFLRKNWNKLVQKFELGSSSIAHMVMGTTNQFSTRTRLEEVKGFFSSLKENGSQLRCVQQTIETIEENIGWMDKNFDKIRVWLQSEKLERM
# RAD54 branch = inhibitors of human RAD54 branch migration; 360,000 tested, 0.14% active; RAD54 Holliday junction branch migration, FAM/BHQ fluorescence; inhibition, % at 10.4 µM; AID 602329; Q92698;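 active means mean normalized replicate activity at least 40 and at least half of replicates scoring 40 or more; inconclusive means only one of the two criteria met; inactive means mean below 40 and under half of replicates reaching 40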;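 further: 0% = median of neutral control wells and 100% = median of positive control wells; inhibitors cause a drop in the FAM fluorescence signal; in these data hits start at about 50%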
# INS-1E GSIS act = GLuc luminescence reporter in INS-1E cells, primary screen for activators of glucose-dependent secretion of insulin; INS-1E GLuc reporter insulin secretion, 2-3 h; activation, % at 16.6 µM; 370,000 tested, 0.61% active; AID 743287;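 active means lowest replicate activation of at least 40%, so every replicate reaches that level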;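 further: 0% = median of neutral control wells and 100% = median of IBMX positive control wells; some compounds called inactive have numbers as strong as hits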
# esBAF inh = blocks esBAF chromatin remodeling in mouse ES cells; reporter increase, % at 12.5 µM; 350,000 tested, 2% active; Bmi1-luciferase knock-in reporter, 24 h; 100% = twice the neutral-well signal; in the data active means activation above about 40%; inconclusive means no clear call, values can overlap the other calls;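 further: 0% = median of the plate's neutral control wells and 100% = double that signal; a rise in the Bmi1 reporter signal indicates esBAF inhibition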
# ARNT-TACC3 inh = ARNT/TACC3 interaction disruption | 390,000 tested, 0.66% active | AlphaScreen His-ARNT PAS-B/GST-TACC3 binding, luminescence; TACC3 fragment carries E629A point mutation | inhibition, % at 9.99 µM | Q9Y6A5;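 active means mean inhibition of replicates at least 50% and at least half of replicates each reaching 50%; inconclusive means half or more replicates reach 50% but mean below 50%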;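 further: 0% = complete ARNT plus TACC3 wells and 100% = ARNT alone without TACC3; many hits fall short of the cut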
# RAD52 inh = RAD52 (human) annealing inhibition; P43351; recombinant RAD52 DNA annealing, FRET fluorescence; inhibition, % at 18.7 µM; 360,000 tested, 0.46% active; AID 651710;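 active means every replicate showing at least 50% inhibition; inconclusive means mean inhibition at least 50% but not in every replicate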
# Xi reactivation = X-chromosome reactivation activator | XiGFP mouse fibroblasts, % GFP-positive cells imaging, 3 d; cells co-treated with 5-aza-dC sensitizer; scaled so ellipticine positive control = 100% | activation, % at 7.58 µM | 360,000 tested, 0.055% active | AID 743238;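 active means mean normalized replicate activation at least 10% and every replicate at or above 10%; inconclusive means only one of the two criteria met; inactive means mean below 10% and not all replicates reach 10%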;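 further: 0% = median of on-plate neutral control wells and 100% = ellipticine 6 µM median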
#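 System: XiGFP fibroblasts, SV40-immortalized. Medium: DMEM plus 5-aza-dC sensitizer. Doses: single point. Timing: 3 d treatment, 15 min room-temperature fixation. Control set: ellipticine 6 µM.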
# F508del corr = correctors of CFTR F508del function in bronchial epithelial cells; AID 720511; CFBE cells, YFP halide quenching; stimulated with forskolin plus potentiator P3; % fluorescence drop versus neutral controls; activity (quench increase), % at 7.58 µM; 350,000 tested, 0.36% active;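 active means mean added fluorescence quench of at least 8% versus neutral control, with both replicates also reaching 8%; inconclusive means only one of the mean or replicate conditions met; inactive means mean below 8% and not both replicates reaching 8%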;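 further: cells transiently co-express mutant CFTR-F508del with the halide-sensitive YFP; corrector assay measuring rescue of mutant channel to the surface after 24 h compound exposure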
# * hit, by the source's call; ? = inconclusive; · = not tested or not shown. Hits appear at their usual frequency. About 3.3% of those tested had a hit in this group.
item	Molecule	ERAP1 HTS inh	RAD54 branch	INS-1E GSIS act	esBAF inh	ARNT-TACC3 inh	RAD52 inh	Xi reactivation	F508del corr
1	CN(C(=O)c1cccc(NC(=O)Cc2cccc(NC(=O)C3CCCN(C(=O)C4CC4)C3)c2)c1)C1CCC1 (configuration not stated)	4	0	2	-5	14	-14	0.0	0.0
2	Cc1ccc(-c2ccc3c(c2)O[C@@H](CN(C)C(=O)CC2CC2)[C@H](C)CN([C@@H](C)CO)S3(=O)=O)cc1	-1	-2	-27	-7	4	5	0.1	0.7
3	Cc1ccc(NCc2nnc(SCC(=O)N(Cc3ccccc3)C(C)(C)C)o2)c(C)c1	·	-1	-7	-3	2	·	·	·
4	C[C@@H]1CN([C@@H](C)CO)C(=O)c2cc(NC(=O)Nc3ccc4c(c3)OCO4)ccc2O[C@@H](C)CCCCO[C@H]1CN(C)C(=O)c1ccccc1	-4	1	0	4	3	-11	0.0	0.9
5	Cc1noc(C)c1NC(=O)Nc1ccc2c(c1)CC(=O)N([C@@H](C)CO)C[C@H](C)[C@H](CN(C)C(=O)Nc1ccc(F)cc1)O2	-2	0	5	-1	0	-4	0.1	1.2
6	Cc1cc(C(=O)Nc2cccc3c2O[C@@H](CN(C)S(C)(=O)=O)[C@H](C)CN([C@H](C)CO)C3=O)n(C)n1	0	7	6	-6	-4	6	-0.7	-2.9
7	Cc1csc(NC(=O)CSC2=NCCS2)n1	-3	8	16	8	-4	-2	-0.1	-1.6
8	Cc1noc(C)c1NC(=O)Nc1ccc2c(c1)C(=O)N([C@@H](C)CO)C[C@@H](C)[C@H](CN(C)C)OCCCC[C@H](C)O2	-2	-4	11	-7	-1	1	0.2	-1.0
9	CO[C@@H]1CN(C)C(=O)c2ccc(NS(=O)(=O)c3ccccc3)cc2OC[C@@H](C)N(C(=O)NC(C)C)C[C@@H]1C	0	-4	2	-7	-9	1	-0.2	-2.4
10	Cc1ccc(CN2C(=O)c3ccccc3C2c2nnnn2-c2ccc3c(c2)OCCO3)cc1 (configuration not stated)	·	·	-13	·	·	-7	0.1	3.5
11	O=C(NN=C1CCCC1)c1sc2ccccc2c1Cl	0	·	16	·	5	-19	0.0	-2.4
12	CC(C)(CSc1ccccn1)NS(=O)(=O)c1ccc(Cl)cc1	·	2	-7	·	-7	·	0.0	·
13	CC(C)C(=O)Nc1ccc(-c2nc3ccccc3c(=O)o2)cc1	-2	-11	-10	·	16*	-25	0.4	-0.2
14	CC(C)NC(=O)Nc1ccc2c(c1)CC(=O)N([C@H](C)CO)C[C@H](C)[C@@H](CN(C)C)O2	2	-5	15	0	·	-18	0.2	0.0
15	COc1ccccc1C(=O)NCCC(=O)NCC(C)(C)N1CCOCC1	-7	-10	7	·	3	11	0.0	1.4
16	COc1cc(/C=C/C(=O)O)cc(S(=O)(=O)Nc2cc(C(F)(F)F)ccc2N2CCOCC2)c1OC	0	6	1	6	·	-15	-0.1	-1.7
17	CC(C)NC(=O)N(C)C[C@@H]1OCCCC[C@@H](C)Oc2ccc(NS(=O)(=O)c3cccs3)cc2C(=O)N([C@H](C)CO)C[C@@H]1C	7	-7	16	-5	-14	8	-0.1	0.9
18	O=C(COc1ccccc1[N+](=O)[O-])Nc1ccc2c(c1)CCC2	0	-10	-10	79*	·	-6	0.0	-1.6
19	COc1ccc(S(=O)(=O)N2CCOCC2)cc1NC(=O)CSc1nnc(C2CC2)n1C1CC1	0	-6	27	-8	-2	-13	0.0	-3.5
20	Cc1cc(C)cc(N2CC(C(=O)NC3CCCCC3)CC2=O)c1 (configuration not stated)	2	-5	16	-3	3	-11	0.1	4.1
21	CSc1nc2nc(C)c(CCC(=O)OCC(=O)Nc3ccc(F)cc3)c(C)n2n1	0	6	25	-2	3	-5	0.0	-0.9
22	COc1ccccc1Cc1c(-c2cccc(Cl)c2)nc2c3ccccc3ccn12	-1	·	-1	·	·	-75	0.0	0.8
23	CO[C@H](CN(C)S(=O)(=O)c1ccc(Cl)cc1)[C@H](C)CN(C(=O)Nc1ccccc1F)[C@H](C)CO	-2	0	-4	2	-2	0	0.1	1.3
24	COc1cc2c(cc1OC)C(C)N(C(=O)c1cc3c(s1)-c1ccccc1OC3)CC2 (configuration not stated)	·	-4	14	-1	1	-10	0.3	-1.4
25	CN(C)CCNC(=O)c1[nH]nc2c1CCc1ccccc1-2	2	12	5	?	-3	-3	0.1	·

item	Molecule	ERAP1 HTS inh	RAD54 branch	INS-1E GSIS act	esBAF inh	ARNT-TACC3 inh	RAD52 inh	Xi reactivation	F508del corr
26	CCCNc1c(NS(=O)(=O)c2ccc(Br)cc2)c(=O)oc2ccccc12	1	-2	-16	-6	-2	6	0.0	0.5
27	Cc1ccc(S(=O)(=O)NCCC(=O)Nc2cc(F)ccc2C)cc1C	2	4	21	-3	4	-5	0.0	5.5
28	CC1CC(=O)N(c2ccc(Br)cc2)C(=O)C1	1	·	13	·	·	-3	-0.1	0.6
29	CC(C)c1nnc(NC(=O)CSc2nnc(-c3ccco3)o2)s1	-1	·	-6	8	36	-8	-0.1	-2.8
30	O=C(NCc1ccccn1)C(=O)NCC1OCCCN1S(=O)(=O)c1ccc(F)cc1 (configuration not stated)	-4	-2	-9	-2	-1	-15	-0.1	-1.2
31	CCOC(=O)C1=C(C)N(C[C@@H]2CC[C@@H](Cc3ccc(-c4ccccc4)cc3)O2)C(=O)NC1c1cccc2ccccc12 (some centres not stated)	-7	2	8	0	3	-12	0.0	-0.3
32	O=C(CCc1nc2ccccc2c(=O)[nH]1)Nc1nnc(SCc2ccc(Cl)cc2)s1	2	·	6	0	-3	-28	0.1	-1.4
33	CC(C)Cn1c(=S)[nH]c2cc(C(=O)O)ccc2c1=O	·	-3	11	0	-5	-12	0.5	-0.6
34	Cc1ccccc1NC(=O)CNC(=O)Cc1cccc2ccccc12	-3	-3	-5	6	-4	-28	0.0	1.8
35	CCCNC(=O)C[C@@H]1CC[C@H]2[C@@H](COc3ccc(NC(=O)c4cccc(OC)c4)cc3C(=O)N2C)O1	0	12	-2	3	-1	-2	0.2	-0.9
36	O=S(=O)(c1ccc(F)c(F)c1)N1CCCc2ccccc21	-2	2	-11	6	-1	-2	0.2	0.7
37	CC(=O)N1CCN(c2ccc(N3CCN(C(C)=O)[C@H](C)C3)c(C)c2)[C@H](C)C1	4	·	·	·	·	-6	0.1	-0.4
38	CC(C)NC(=O)N(C)C[C@H]1Oc2ncc(-c3ccc(C(=O)N(C)C)cc3)cc2C(=O)N([C@H](C)CO)C[C@H]1C	-2	3	7	-5	-11	-3	-0.1	0.6
39	CC(C)(C)NS(=O)(=O)c1ccc(NS(C)(=O)=O)cc1	-1	-3	9	-5	-2	-4	·	-2.9
40	COC(=O)CN1C(=O)[C@H]2[C@@H](c3ccc(C)o3)N3C(=O)CN(CCO)C(=O)[C@@]3(Cc3ccccc3)[C@H]2C1=O	7	-1	·	1	-2	-24	0.1	1.6
41	Cc1ccccc1OCC(=O)NNC(=O)c1ccc2c(=O)n3c(nc2c1)CCC3	2	-5	-4	-4	4	-7	0.0	-6.7
42	O=C(NCCC1CCCCN1S(=O)(=O)c1cccs1)C(=O)Nc1ccccc1 (configuration not stated)	2	4	-20	27	-7	-13	0.7	-1.0
43	COc1ccc(NC(=O)C(C)N2C(=O)c3ccccc3C2=O)c(OC)c1 (configuration not stated)	-2	-3	-9	-5	·	0	?	-3.4
44	CSc1ccc(Cl)c(C(=O)Nc2ccc(N3CCOCC3)cc2)c1	2	7	-2	9	-2	-6	0.0	0.2
45	CN(CC(=O)Nc1cccc(F)c1)C(=O)c1cc(S(=O)(=O)N(C)C)ccc1N1CCCC1	-1	3	-3	·	24	-62	0.3	-0.3
46	CNCc1cc(C)n(-c2cc(S(=O)(=O)N3CCOCC3)ccc2N2CCCC2)c1C	-1	-6	-7	0	·	-94	0.1	0.5
47	CN(c1ccccc1)S(=O)(=O)c1ccc(C(=O)NCc2ccccn2)cc1	-4	·	-8	·	11	2	0.0	2.8
48	CCc1c(C(=O)NNC(=S)NCC(C)C)csc1C	-3	14	11	11	-9	-1	·	-0.3
49	Cc1nc(NCc2ccccc2)c(C(N)=O)c2c1COC(C)(C)C2	·	4	-3	-4	-3	·	·	·
50	CN(C)C(=O)C[C@H]1C[C@@H]2c3cc(NC(=O)NC4CCCCC4)ccc3O[C@@H]2[C@@H](CO)O1	0	0	-13	-1	-6	5	0.0	0.3

item	Molecule	ERAP1 HTS inh	RAD54 branch	INS-1E GSIS act	esBAF inh	ARNT-TACC3 inh	RAD52 inh	Xi reactivation	F508del corr
51	CC(C)NC(=O)Nc1ccc2c(c1)C(=O)N([C@H](C)CO)C[C@H](C)[C@@H](CN(C)C(=O)NC1CCCCC1)OCCCC[C@@H](C)O2	4	1	4	·	0	2	0.1	1.4
52	CCN(CC)C(=O)c1ccccc1NS(=O)(=O)c1cccs1	-4	5	18	-1	-2	-11	0.0	0.4
53	CSCCC(=O)N1CC[C@@H](N2CCN(c3ccccc3F)CC2)[C@H](O)C1	1	-9	0	-4	-1	-19	0.2	0.0
54	O=C(Nc1ccccc1)Nc1ccc(C(F)(F)F)cn1	1	4	17	?	-10	-7	-0.1	-4.3
55	COc1ccc(Br)cc1/C=N/NC(=O)C[n+]1ccccc1	-1	5	-21	8	-5	-6	-0.1	·
56	CCc1ccc(OCCCC(=O)Nc2nccs2)cc1	-1	·	0	·	-4	-6	0.0	·
57	CC(=O)Nc1ccc(NC(=O)c2ccccc2Nc2ccccc2)cc1	2	-5	12	16	-8	-4	0.1	-0.5
58	COc1ccc2c3c([nH]c2c1)[C@@H](CO)N(C(=O)NC(C)C)CC31CCN(C(=O)c2cnccn2)CC1	-5	·	14	·	·	-14	0.0	2.4
59	Cc1cc(C)cc(NC(=O)C(C)N2C(=O)c3ccccc3C2=O)c1 (configuration not stated)	-2	-3	2	-2	-5	-6	0.0	-0.1
60	CCOC(=O)/C=C1\SCC(=O)N1CC(=O)NC1CCCCC1	0	3	18	-2	-19	-1	·	2.3
61	CCOc1ccccc1-n1nnnc1SCC(=O)OC	0	1	-7	10	-1	-13	0.1	0.2
62	CC1CN(/C=C/C(=O)C(F)(F)F)CC(C)O1 (configuration not stated)	1	-17	-1	-3	-3	-12	-0.1	-1.2
63	C=CCNC(=S)NC(=O)c1oc2ccccc2c1C	0	·	5	26	1	-22	0.0	2.9
64	Cc1ccccc1S(=O)(=O)NCC[C@H]1CC[C@H](NC(=O)Nc2cccc(Cl)c2)[C@H](CO)O1	0	3	·	10	-13	-1	-0.1	-2.8
65	O=C(NCC[C@H]1CC[C@H](NC(=O)C2CCOCC2)[C@@H](CO)O1)c1cc(Cl)cc(Cl)c1	-2	2	2	-2	-1	-11	0.6	1.2
66	Cc1ccc(NC(=O)CCN2C(=O)c3cccc([N+](=O)[O-])c3C2=O)c(Br)c1	0	-2	-3	-2	-22	-16	0.1	-2.6
67	CC(c1ccccc1)N(CCC(c1ccccc1)C1CCOC(C)(C)C1)C(=O)c1ccco1 (configuration not stated)	-1	-9	·	·	-1	-6	-0.4	·
68	Cc1ccc(S(=O)(=O)NCc2ccccn2)c(C)c1C	0	1	7	-5	1	-3	0.0	2.4
